MITF primary: human MITF inhibition, primary screen; O75030; AlphaScreen MITF homodimerization, bead proximity signal; inhibition, % at 2.6 µM; 650,000 compounds, 0.91% hits; AID 1259374; in the data active = inhibition above about 50%;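 also: 0% = vehicle wells with protein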
TEAD-YAP inh: TEAD-YAP interaction inhibition. HEK-TIYL cells, TEAD-Gal4/YAP UAS-luciferase luminescence. 640,000 compounds, 1.4% hits. inhibition, % at 9.12 µM. AID 1259422; in the data active = inhibition above about 32%;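 also: 0% = median of test compound wells and 100% = reference inhibitor wells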
FBW7 act: activators of human E3 ligase FBW7; Q969H0; AlphaScreen FBW7–phospho-cyclin E peptide binding, activator screen; normalized activity (activation), % at 26.1 µM; 650,000 compounds, 0.13% hits; in the data active = normalized activity above about 1.9%;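 also: purified mutant Fbw7 with reduced substrate affinity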
Target sequence (Q969H0 whole entry, looked up): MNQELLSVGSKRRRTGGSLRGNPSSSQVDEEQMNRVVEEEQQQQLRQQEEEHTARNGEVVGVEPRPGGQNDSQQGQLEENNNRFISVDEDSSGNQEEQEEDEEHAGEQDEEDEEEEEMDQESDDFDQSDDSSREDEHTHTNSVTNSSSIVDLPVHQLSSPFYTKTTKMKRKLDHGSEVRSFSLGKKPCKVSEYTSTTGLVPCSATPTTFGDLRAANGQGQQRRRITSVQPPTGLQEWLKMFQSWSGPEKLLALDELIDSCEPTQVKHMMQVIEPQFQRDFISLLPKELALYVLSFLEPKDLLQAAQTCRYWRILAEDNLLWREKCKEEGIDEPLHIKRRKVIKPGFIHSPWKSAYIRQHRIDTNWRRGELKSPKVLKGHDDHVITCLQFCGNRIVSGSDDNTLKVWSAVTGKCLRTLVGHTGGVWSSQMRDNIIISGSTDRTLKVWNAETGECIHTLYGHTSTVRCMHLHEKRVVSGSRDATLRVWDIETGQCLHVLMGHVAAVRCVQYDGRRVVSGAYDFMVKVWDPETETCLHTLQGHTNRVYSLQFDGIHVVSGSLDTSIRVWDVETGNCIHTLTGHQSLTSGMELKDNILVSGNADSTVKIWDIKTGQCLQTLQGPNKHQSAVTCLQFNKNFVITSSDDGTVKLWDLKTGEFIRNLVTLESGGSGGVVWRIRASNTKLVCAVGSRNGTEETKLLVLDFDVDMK
GPR151 ag: activates the human receptor GPR151. PathHunter beta-arrestin GPR151 cells, luminescence. activation, % at 11.2 µM. 650,000 compounds, 1% hits. AID 1508602; in the data active = activation above about 4.9%;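 also: 0% = median of compound wells and 100% = cells with positive control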
Target sequence (Q8TDV0 whole entry, looked up): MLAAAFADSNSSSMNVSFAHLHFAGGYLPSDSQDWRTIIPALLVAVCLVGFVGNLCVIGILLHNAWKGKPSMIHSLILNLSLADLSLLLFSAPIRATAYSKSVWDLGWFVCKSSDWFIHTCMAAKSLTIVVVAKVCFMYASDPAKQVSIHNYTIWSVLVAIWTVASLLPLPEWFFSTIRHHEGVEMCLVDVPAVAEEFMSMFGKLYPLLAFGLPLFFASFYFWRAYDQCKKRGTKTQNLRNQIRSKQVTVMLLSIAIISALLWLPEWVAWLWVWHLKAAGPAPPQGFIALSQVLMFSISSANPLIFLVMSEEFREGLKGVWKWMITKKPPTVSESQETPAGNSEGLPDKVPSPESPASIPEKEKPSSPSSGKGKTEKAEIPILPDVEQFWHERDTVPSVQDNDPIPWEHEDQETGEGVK
Starred values were filed as active, the others as inactive; x = not tested or not shown.

SMILES	MITF primary	TEAD-YAP inh	FBW7 act	GPR151 ag
CC1=C(C(=O)Nc2ccccc2C)C(c2ccccc2)C(C#N)=C(SCC(=O)Nc2ccc(Br)cc2)N1 (centres undefined)	6.7	11.4	0.1	-0.5
N#Cc1cc2cc3c(cc2nc1SCC(=O)Nc1nccs1)OCO3	5.9	-28.7	-0.1	-0.3
COc1ccccc1NC(=O)c1cccc(N2C(=O)C3C4C=CC(C4)C3C2=O)c1 (centres undefined)	18.5	3.3	0.3	-2.0
COc1cccc(NC(=O)c2nn(C)c3c2COc2ccccc2-3)c1	8.5	-15.3	0.0	1.2
CCCCOc1ccc(-c2cnc3ccccc3n2)cc1	11.7	-12.7	0.0	-1.4
Cc1nn2c(SCC(=O)Nc3ccc(C(F)(F)F)cc3)nnc2[nH]c1=O	6.4	1.9	0.1	1.6
COc1cc(NC(=O)c2cnc(-c3c(C)noc3C)s2)cc(OC)c1OC	-1.7	1.2	-0.1	-1.1
COc1ccc(-c2nc3cc(N)ccc3o2)cc1Cl	0.4	-27.2	0.3	-1.7
COc1ccc(CCCc2nnc(SCC(=O)Nc3nc(C)cs3)n2C)cc1	14.3	7.1	-0.1	1.9
CC(C)N(CCNC(=O)c1cnc(Nc2ncccn2)s1)C(C)C	-3.4	3.0	-0.1	2.7
Brc1ccc(-c2cn3c4ccccc4nc3n2CCCNC2CCCCC2)cc1	-0.6	3.5	6.2*	-0.2
CCOC(=O)C(CC)Sc1nnc(COc2ccccc2)n1C (centres undefined)	-5.5	-2.4	-0.1	0.7
CC1CCN(CC(O)Cn2c(-c3ccccc3)c(-c3ccccc3)c3ccc4ccccc4c32)CC1 (centres undefined)	10.3	3.4	-0.6	2.2
COc1ccc(C2=C(O)C(C)N(c3ccccc3)C2=N)cc1OC (centres undefined)	-4.1	-2.4	0.3	-1.0
CN(C(=O)C1CCC1)c1nnc(-c2ccc(Cl)cc2)s1	-7.0	-43.6	-0.1	0.8
Cc1cc(C)nc(NS(=O)(=O)c2ccc(Br)s2)c1	12.8	7.6	0.0	-0.7
Cc1nc(N2CCOCC2)c2c(C)c(C(=O)Nc3c(F)cccc3F)sc2n1	-16.6	-17.8	0.3	0.3
CCC(C)NC(=O)c1sc2nc(C)nc(N3CCCCC3)c2c1C (centres undefined)	7.5	-6.5	0.2	2.2
COc1ccc(Cl)cc1NC(=O)c1cc(S(=O)(=O)NCCC2=CCCCC2)ccc1F	11.3	1.7	0.1	0.0
Cc1cccc(NC(=O)C(C)Oc2ccc(Br)cc2)n1 (centres undefined)	-0.9	-2.1	0.0	3.0
COc1ccc(C2NC(=O)NC(C)=C2C(=O)Nc2ccccc2)cc1OC (centres undefined)	17.4	-8.5	0.1	-1.5
Cc1cc(C)c2c(N)c(C(=O)N3CCN(c4ncccn4)CC3)sc2n1	4.3	-4.8	-0.1	0.0
CC1=C(C(=O)OC(C)C)C(c2ccc(Cl)cc2)N2C(=O)CCSC2=N1 (centres undefined)	1.2	8.8	0.0	1.8
CSc1ccc(CNc2nnnn2C)cc1	0.0	3.0	0.0	4.3
COCCN=c1scc(-c2cccs2)n1/N=C/c1cc(Cl)cc([N+](=O)[O-])c1O	-3.5	-1.5	-0.2	0.4

A second format for some results above.
Cc1cc(C)c2c(N)c(C(=O)N3CCN(c4ncccn4)CC3)sc2n1
  MITF primary: 4.3 | TEAD-YAP inh: -4.8 | FBW7 act: -0.1 | GPR151 ag: 0.0

CC1=C(C(=O)OC(C)C)C(c2ccc(Cl)cc2)N2C(=O)CCSC2=N1 (centres undefined)
  MITF primary: 1.2 | TEAD-YAP inh: 8.8 | FBW7 act: 0.0 | GPR151 ag: 1.8

CSc1ccc(CNc2nnnn2C)cc1
  MITF primary: 0.0 | TEAD-YAP inh: 3.0 | FBW7 act: 0.0 | GPR151 ag: 4.3

COCCN=c1scc(-c2cccs2)n1/N=C/c1cc(Cl)cc([N+](=O)[O-])c1O
  MITF primary: -3.5 | TEAD-YAP inh: -1.5 | FBW7 act: -0.2 | GPR151 ag: 0.4

Next section
SMILES	MITF primary	TEAD-YAP inh	FBW7 act	GPR151 ag
CCN(CC)CCCCNc1ncc2cc(-c3cc(OC)cc(OC)c3)c(NC(=O)NC(C)(C)C)nc2n1	4.7	x	x	5.3*
Cc1ccc(-n2ncc3c(N4CCN(CCO)CC4)ncnc32)cc1	-3.8	-25.3	0.0	-1.6
O=C(NCCSc1nnnn1-c1ccccc1)c1ccco1	1.6	-2.1	0.1	-0.8
COc1cc(NC(=O)Cc2cccs2)c(OC)cc1Cl	11.0	-3.8	0.0	1.5
Cc1cc(NC(=O)C2CC(c3ccccc3F)=NO2)n(-c2ccccc2)n1 (centres undefined)	-1.9	8.4	0.7	-0.8
COC(C(=O)NNC(=O)c1ccccc1Cl)c1ccccc1 (centres undefined)	19.5	9.2	0.0	-0.9
COc1ccccc1-n1c(C)c(C)n2c3c(=O)n(CCC(C)C)c(=O)n(C)c3nc12	-15.2	-8.6	0.0	1.1
CCOC(=O)c1sc2nc(C(F)(F)F)[nH]c(=O)c2c1C	1.2	9.4	0.0	0.6
Ic1ccc(Nc2ncnc3c2cnn3Cc2ccccc2)cc1	9.3	9.0	-0.1	2.1
O=C(COc1cccc([N+](=O)[O-])c1)N/N=C/c1ccc(F)cc1	16.9	-0.1	0.1	-0.4
CC(C)N(CCNC(=O)Cc1cn(-c2ccc(NCc3cccnc3)nn2)c2ccccc12)C(C)C	7.2	5.1	0.3	1.6
O=C(COc1ccccc1[N+](=O)[O-])NCC1CCCCC1	4.8	-18.8	0.6	0.9
Cc1ccc(NS(=O)(=O)c2cn(C)cn2)cc1	-5.2	4.1	0.1	-0.5
Cc1sc2nc(C)n(CCO)c(=O)c2c1C	2.4	5.5	-0.1	0.8
O=C1C2C3C=CC(C3)C2C(=O)N1/N=C/c1ccc(-c2ccccc2[N+](=O)[O-])o1 (centres undefined)	5.3	5.9	0.0	1.9
COc1ccccc1NC(=O)NC1(C(=O)N2CCCCCC2)CCCCC1	9.6	16.4	0.8	0.1
CC12CCCCC1C2C(=O)N/N=C\c1ccc(-c2ccc(C(=O)O)cc2)o1 (centres undefined)	9.0	-31.0	0.0	0.2
O=C1CCCCCN1C(=O)c1cccc(C(=O)N2CCCCCC2=O)c1	15.7	9.0	0.4	-0.2
CC(C)C(NS(=O)(=O)c1ccc2c(c1)OCCCO2)C(=O)O (centres undefined)	3.6	-5.0	-0.1	0.4
O=C(O)CCC(=O)OCC1CCCO1 (centres undefined)	-5.9	-2.7	0.0	0.8
Nc1cccc(-c2nc(C(=O)Nc3ccc(N4CCOCC4)cc3)cs2)c1	14.4	-17.8	0.2	-0.6
O=C(CCCNC(=O)c1cccnc1)NCc1ccccc1	10.6	-4.7	0.0	-0.9
O=c1[nH]c(CSC2CCCCC2)nc2ccccc12	-7.4	-21.3	0.0	1.2
CC(C)OC(=O)c1cc(NC(=O)C2C3CCC(O3)C2C(=O)O)cc(C(=O)OC(C)C)c1 (centres undefined)	22.4	-11.8	0.1	-0.7
COc1ccc(CN2CCNC(=O)C2CC(=O)NC(C)(C)CO)c(OC)c1 (centres undefined)	31.4	-0.5	-0.1	2.2

Next results
SMILES	MITF primary	TEAD-YAP inh	FBW7 act	GPR151 ag
Cc1nnc(N/N=C/c2cc(Br)ccc2O)[nH]c1=O	114.4*	90.4*	-0.5	0.6
CCN(c1cccc(C)c1)S(=O)(=O)c1ccc2[nH]cc(C(=O)NCC3CCCO3)c(=O)c2c1 (centres undefined)	5.4	2.2	0.1	0.8
Cc1nn(C(C)C)c(C)c1CN1CCN(C)C(CCO)C1 (centres undefined)	4.7	6.8	0.0	0.5
COCCNC(=O)c1ccccc1-c1nc(-c2ccc(OC)c(OC)c2)no1	8.7	11.5	-0.1	-0.9
CCCCNc1ccc(S(=O)(=O)N(C)C)cc1N	7.1	-16.0	-0.2	-1.5
CCOc1cc(C(=O)NCc2ccccc2)ccc1OC	-6.2	0.8	-0.1	14.1*
COc1ccc(N)cc1-n1c(C)ccc1C	15.5	-2.8	0.1	-2.2
COCCCNCCOCCOc1ccc2ccccc2c1	-0.8	2.6	-0.1	2.6
CC1CCCCN1c1nc2c(c(=O)[nH]c(=O)n2C)n1Cc1ccccc1Cl (centres undefined)	5.5	6.7	0.7	-0.7
O=c1c2sc(=S)n(-c3cccc(C(F)(F)F)c3)c2nc(SCc2ccncc2)n1-c1ccccc1	-10.9	-16.0	-0.1	-0.3
Cc1cc(Br)c(Cl)cc1N1C(=O)C2C3C=CC(C4CC34)C2C1=O (centres undefined)	-1.4	-3.3	0.5	1.7
CC(C)(C)c1ccc(C(=O)N2CCC(Cc3ccccc3)CC2)cc1	-0.3	-5.1	-0.3	0.7
COc1ccc(CCc2nnc(CCC(=O)NCc3ccc(C)o3)o2)cc1	-3.2	-69.0	0.0	1.2
N#CSc1ccc(NC(=O)CSc2nc3ccccc3o2)cc1	-7.8	-17.2	-0.2	0.4
Cn1nnnc1SCC(=O)N1c2ccccc2Sc2ccccc21	-14.4	-5.9	-0.1	0.9
CC(=O)c1nc(-n2nc(C)cc2C(F)(F)F)sc1C	-0.2	7.3	0.3	2.1
CC(C)Sc1nc2c(c(=O)[nH]1)C(c1ccccc1)C1=C(CCCC1=O)N2 (centres undefined)	-0.5	-4.7	-0.1	-0.9
COc1cccc(N(CC(=O)NCc2ccccc2C)S(=O)(=O)c2ccccc2)c1	13.7	2.0	0.1	0.2
CCCCC(=O)Nc1ccc(N2CCN(C(=O)CC)CC2)cc1	-10.8	-4.8	0.1	0.5
CCOC(=O)/C(N=Nc1ccc2c(c1)OCO2)=C(/O)c1ccc([N+](=O)[O-])cc1	-5.5	-1.7	0.0	0.2
CC(C)(C)C1CCc2c(sc3nc(SCc4cccc(C(F)(F)F)c4)n(-c4ccccc4)c(=O)c23)C1 (centres undefined)	8.2	5.9	0.7	0.6
Cc1cncc2cccc(NC3CCCN(C(=O)c4cccc(Br)c4)C3)c12 (centres undefined)	5.9	8.4	0.1	-1.4
Cn1c(Nc2cc(C(=O)NCCOc3ccccc3)ccn2)nc2ccccc21	3.0	-8.2	-0.3	2.0
C=CCn1c(SCC(=O)Nc2ccccc2C(F)(F)F)nnc1-c1cccs1	5.1	2.3	0.1	-0.2
Cc1ccccc1NCC(=O)N/N=C\c1cccc(Br)c1	-1.5	13.9	-0.1	-1.0

Taken from above.
FBW7 act with `COc1ccc(Cl)cc1NC(=O)c1cc(S(=O)(=O)NCCC2=CCCCC2)ccc1F` = 0.1
FBW7 act with `N#CSc1ccc(NC(=O)CSc2nc3ccccc3o2)cc1` = -0.2

(further entries)
SMILES	MITF primary	TEAD-YAP inh	FBW7 act	GPR151 ag
C/C(=N\NC(=O)c1nnn(-c2nonc2N)c1C)c1ccccn1	-0.7	1.1	-0.2	-0.3
COc1ccccc1N(C)c1c(-c2ccc(C)cc2)c(=O)c1=O	-6.9	-24.4	-0.1	-2.2
COc1cccc(CN2CCN(C(=O)c3c(OC)cccc3OC)CC2)c1	16.9	4.4	0.0	-0.1
COc1ccccc1NC(=S)NCc1cccn1C	-1.3	0.8	-0.2	-0.4
Cc1cc(F)c(F)c(C(=O)N2CCN(c3ccc(C(=O)c4ccccc4)cc3F)CC2)c1Cl	-8.3	-0.7	0.0	0.7
CNS(=O)(=O)c1cc(C(C)(C)C)cc(C)c1C	-5.5	-7.4	-0.2	-0.3
CC(=O)Nc1ccccc1NC(=O)c1cccc(Br)c1	-2.5	11.2	0.0	-1.4
COc1ccc(/C=N/Nc2ncc(-c3ccccc3)cn2)cc1OC	0.4	-26.5	-0.5	-0.7
Cc1ccc(S(=O)(=O)OCC(O)C(O)C(O)c2cnn(-c3ccccc3)n2)cc1 (centres undefined)	4.3	-1.1	0.0	-2.0
CC(=O)N1CCc2c(sc(NC(=O)C(C)(C)C)c2-c2nc3ccccc3s2)C1	0.7	-0.2	-0.1	-0.4
c1ncc(-c2cnc3ccc(NCc4ccc5c(c4)OCO5)nn23)cn1	-8.8	-2.5	0.1	-0.1
CCCCN(C)CCCN1C(=O)C2C(C(=O)Nc3ccc(C)c(Cl)c3)C3C=CC2(O3)C1C(=O)NC1CCCCC1 (centres undefined)	2.5	1.9	0.2	1.1
O=C(O)COc1ccc(-c2nn[nH]n2)cc1	1.6	-8.4	0.1	2.5
COC(=O)C1=C(C)NC2=C(C(=O)CCC2)C1c1ccc([N+](=O)[O-])cc1 (centres undefined)	8.3	9.1	0.3	-0.5
COc1cccc2cc(C(=O)CBr)c(=O)oc12	8.2	6.5	0.1	-1.8
CCOc1ccc(NC(=O)c2sc3nc(C)cc(C)c3c2N)cc1	3.6	4.5	0.3	-0.2
CCOC(=O)C(C#N)C(=O)c1ccc(NC(=O)c2ccc([N+](=O)[O-])cc2)cc1 (centres undefined)	-6.2	0.2	-0.1	1.3
Cc1c(C(=O)NC2CCCC(C)C2C)sc2ncnc(N3CCN(c4ccccc4F)CC3)c12 (centres undefined)	-0.4	2.5	-0.1	0.5
Cc1ccc(N2CCN(c3cc(C)nc4nc(C)nn34)CC2)c(C)c1	-0.5	-2.3	-0.2	-0.4
CC1(c2ccccc2)CN(CC#N)CCN1 (centres undefined)	2.9	11.4	-0.2	-0.2
CC(C)Cc1ccc(C#N)c(SCC(=O)c2ccc(-c3ccc(C(=O)CSc4nc(CC(C)C)ccc4C#N)cc3)cc2)n1	-2.8	-8.4	-0.1	-0.3
CC1=C(C(=O)N(C)C)C(c2ccc(Br)cc2)NC(=O)N1 (centres undefined)	6.4	-3.0	0.1	1.3
Cc1ccccc1C(=O)NCCCNC(=O)c1ccccc1C	-5.2	1.6	0.0	1.4
Cc1ccc(C(C)C)c(OCCOCCN2CCNCC2)c1	-3.9	2.6	-0.2	1.4
CCCc1nc2c(sc3nc(COC)cc(C)c32)c2nc3ccccc3n12	-2.5	-3.9	0.1	1.4
